High-throughput results from PubChem.
EWS-Fli block = inhibitors of EWS/Fli oncoprotein transcriptional activity; inhibition, % at 12.6 µM; A673 NR0B1-luciferase reporter, viability-normalised; actives 0.67% (n = 350,000); AID 651661;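 active = mean inhibition of at least 50% after viability correction, with every replicate also passing that limit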;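 also: firefly luciferase signal divided by Alamar Blue viability fluorescence both relative to DMSO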
PGC1a acetyl inh = modulators of PGC1a acetylation. inhibition, % at 15.6 µM. AID 651687. actives 0.17% (n = 350,000). U2OS PGC1a acetylation, AlphaScreen anti-acetyl-lysine; with virally co-expressed GCN5 acetyltransferase;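 active = every replicate shows inhibition of at least 40%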;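 also: 0% = neutral control wells and 100% = positive control wells; some results beyond the cut were filed as inactive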
CASP6 VEID inh = blocks human caspase-6 cleavage activity; purified caspase-6, Z-VEID-R110 cleavage fluorescence; AID 686996; inhibition, % at 12.5 µM; actives 0.53% (n = 350,000); P55212;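 active = mean inhibition across replicates at least about 35%, with every replicate also reaching that limit, limit read from the data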;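 also: 0% = median of neutral control wells and 100% = no fluorescence left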
Target sequence (P55212 24-179 limits assumed): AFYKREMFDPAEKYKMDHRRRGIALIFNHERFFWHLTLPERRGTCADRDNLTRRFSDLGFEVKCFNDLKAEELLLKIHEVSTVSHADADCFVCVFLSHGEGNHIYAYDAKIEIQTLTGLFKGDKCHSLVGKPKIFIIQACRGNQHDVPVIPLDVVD
Target sequence (P55212 194-293 limits assumed): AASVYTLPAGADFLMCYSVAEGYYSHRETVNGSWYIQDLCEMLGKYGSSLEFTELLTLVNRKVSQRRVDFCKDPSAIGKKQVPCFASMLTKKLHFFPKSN
miR122 inh = blocks miR-122 activity in Huh7 sensor cells; activation (reporter increase), % at 12.5 µM; actives 0.3% (n = 340,000); Huh7 miR-122 Renilla luciferase sensor, 48 h; neutral wells = 0, positive control = 100;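 active = mean replicate activation score at least 90 and every replicate individually at or above 90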;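 also: higher luciferase means less miR-122 activity so hits act as miR-122 inhibitors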
PAX8 inh HTS = lowers PAX8-driven luciferase in RMG-I cells. RMG-I TPO-luciferase reporter, SteadyGlo, 24 h. inhibition, % at 12.6 µM. actives 1.2% (n = 360,000). AID 652154;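 active = mean replicate inhibition at least 60% with every replicate also reaching 60%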;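 also: luciferase light reporting Pax8 driven TPO promoter activity; plate controls were median of neutral control wells for no effect and mitoxantrone controls for full effect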
LGR2 inh = inhibitors of bursicon-induced Drosophila LGR2 receptor cAMP signaling | HEK293 LGR2, CRE-luciferase, bursicon-stimulated, 4 h | inhibition, % at 9.99 µM | actives 0.35% (n = 380,000) | AID 720647;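 active = drop in luminescence signal, shown as inhibition above about 50% in the replicate tests, limit read from the data, passing the limit was not always enough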;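 also: agonist challenge used bursicon conditioned medium at about half maximal strength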
FN deposition inh = fibronectin deposition inhibition; AH1F fibroblasts, Alexa488-fibronectin deposition fluorescence, overnight; inhibition, % at 12.6 µM; actives 0.086% (n = 350,000); AID 743247;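 active = mean inhibition across replicates of 30% or more, regardless of how many single replicates reach that level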;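 also: positive control wells lacked labelled fibronectin entirely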
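test system = AH1F fibroblasts assembling fluorescent fibronectin matrix | quantity = 10000 AH1F cells per well | buffer or medium = DMEM plus 2% serum, read in PBS | doses = single dose, pinned | incubation = 1 h cell attachment, overnight exposure to compound and label | detection = fluorescence at 485 nm excitation, 525 nm emission | read-out basis = inhibition from reduced deposited-fibronectin fluorescence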
Cneo AK release = Cryptococcus neoformans lysis via adenylate kinase release; lysis activity, % at 15 µM; C. neoformans lysis, adenylate kinase release luminescence, 4 h; normalised: neutral wells 0, clomiphene wells 100; actives 0.2% (n = 360,000);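 active = mean lysis activity across replicates of at least 80%, whatever share of replicates individually reach that level; inactive = mean lysis activity below 80%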
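Material – Cryptococcus neoformans yeast cells · Quantity – 5 × 10^6 yeast cells/mL · Buffer or medium – YPD medium · Compound – single dose · Timing – 4 h static compound exposure, 37 °C, read 1 h post-reagent · Signal – adenylate kinase release luminescence · Read-out basis – lysis from increased AK signal · Benchmarks – Clomiphene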
* marks the source's active call; other numbers are inactive results; & = joins results of further samples; [ ] = remark or other dose.

Results for O=C(CNCc1ccccc1)NCCCN1CCCC1=O ?
EWS-Fli block: -8; PGC1a acetyl inh: 8; CASP6 VEID inh: -2; miR122 inh: -2; PAX8 inh HTS: -14; LGR2 inh: 3; FN deposition inh: -2; Cneo AK release: 0

What do the screens show for `CCCn1c(N2CCN(C(=O)NCc3ccccc3)CC2)nc2ccccc21`?
EWS-Fli block: 0; PGC1a acetyl inh: 8; CASP6 VEID inh: -1; miR122 inh: -10; PAX8 inh HTS: 1; LGR2 inh: 14; FN deposition inh: -6; Cneo AK release: -4

Results for Clc1ccc2nnnc(-c3ccccc3)c2c1 ?
EWS-Fli block: 40; CASP6 VEID inh: 0; PAX8 inh HTS: 33; LGR2 inh: -13; FN deposition inh: -1

What do the screens show for `Cc1c(C(=O)N(C)CCc2cnn(C)c2)oc2c(F)cccc12`?
PGC1a acetyl inh: 2; CASP6 VEID inh: -1; miR122 inh: 3; PAX8 inh HTS: 3; LGR2 inh: 11; FN deposition inh: 3; Cneo AK release: -2

What do the screens show for `CC(c1ccco1)N(C(=O)c1cccc(S(=O)(=O)N(C)C)c1)c1ccccn1` (configuration not stated)?
EWS-Fli block: 7; PGC1a acetyl inh: 2; CASP6 VEID inh: 1; miR122 inh: 13; PAX8 inh HTS: 24; LGR2 inh: -8; FN deposition inh: -3; Cneo AK release: 2

What do the screens show for `Cc1c(C)n(C(=O)CSc2nncn2C)c2ccccc12`?
PGC1a acetyl inh: -7; miR122 inh: 1; LGR2 inh: 6; Cneo AK release: -1

Results for CC(C)(C)c1cccc(P(=O)(c2ccccc2)c2ccccc2)c1O ?
EWS-Fli block: 10; PGC1a acetyl inh: -13; CASP6 VEID inh: -1; PAX8 inh HTS: -8; LGR2 inh: -2; FN deposition inh: -7

What do the screens show for `O=C(Nc1ccccc1C(=O)Nc1ccccc1)c1cccs1`?
EWS-Fli block: -9; CASP6 VEID inh: -2; miR122 inh: 8; PAX8 inh HTS: 0; LGR2 inh: -18; FN deposition inh: -1; Cneo AK release: -1

How did CO[C@H]1CN(C)C(=O)c2cc(NC(C)=O)ccc2OC[C@@H](C)N(C(=O)c2ccc(F)cc2)C[C@H]1C do in these assays?
EWS-Fli block: -4; PGC1a acetyl inh: 3; LGR2 inh: 26; FN deposition inh: -9; Cneo AK release: -1

What do the screens show for `COc1ccc(OC(=O)c2cn(C)nc2C(F)(F)F)cc1`?
PGC1a acetyl inh: 1; miR122 inh: 6; LGR2 inh: -27; Cneo AK release: 3

Results for O=C(Nc1ccc(F)cc1)C(c1ccnc2ccccc12)N1CCN(CC(=O)N2CCCC2)CC1 (configuration not stated) ?
EWS-Fli block: 8; CASP6 VEID inh: -2; PAX8 inh HTS: 5; LGR2 inh: -12; FN deposition inh: -5

What do the screens show for `CCOC(=O)C1CCN(C(=O)C2CCCN(S(=O)(=O)c3ccc(OCC)c(Cl)c3)C2)CC1` (configuration not stated)?
EWS-Fli block: 4; PGC1a acetyl inh: -6; CASP6 VEID inh: 7; miR122 inh: 2; PAX8 inh HTS: -11; LGR2 inh: -11; FN deposition inh: -9; Cneo AK release: -1

How did CCc1ccc(NC(=O)CSc2nc3cc(C(=O)OC)ccc3c(=O)n2Cc2ccco2)cc1 do in these assays?
miR122 inh: -18; PAX8 inh HTS: -6; FN deposition inh: -6; Cneo AK release: 0

What do the screens show for `C[C@@H]1CN([C@@H](C)CO)S(=O)(=O)c2ccc(Br)cc2O[C@H]1CN(C)C(=O)c1ccc2c(c1)OCO2`?
EWS-Fli block: 7&7; PGC1a acetyl inh: -7&-21; CASP6 VEID inh: -2&1; miR122 inh: 8; PAX8 inh HTS: -5; LGR2 inh: -2&-2; FN deposition inh: 3&-11; Cneo AK release: -1&-2

How did C[C@@H]1CCCCO[C@@H](CN(C)S(=O)(=O)c2cn(C)cn2)[C@@H](C)CN([C@@H](C)CO)C(=O)c2cc(NC(=O)NC3CCCCC3)ccc2O1 do in these assays?
EWS-Fli block: -4; PGC1a acetyl inh: -2; CASP6 VEID inh: 2; miR122 inh: 4[16.7 µM]; PAX8 inh HTS: 5; LGR2 inh: -3; Cneo AK release: -1

Results for O=C(O)/C=C/C(=O)Nc1ccc(O)cc1 ?
EWS-Fli block: -19; PGC1a acetyl inh: 9; CASP6 VEID inh: 24; miR122 inh: 3; PAX8 inh HTS: -8; LGR2 inh: 0; FN deposition inh: -1; Cneo AK release: 0

Results for COc1ccc(CNC(=O)CC(C)S(=O)(=O)c2ccc3c(c2)NC(=O)CO3)cc1 (configuration not stated) ?
CASP6 VEID inh: 0; miR122 inh: 2; PAX8 inh HTS: 7; LGR2 inh: 21; FN deposition inh: 2; Cneo AK release: -1

What do the screens show for `COc1ccc(C(=O)COC(=O)/C=C/c2ccc(S(=O)(=O)Nc3cccc(S(N)(=O)=O)c3)cc2)cc1`?
EWS-Fli block: 11; PGC1a acetyl inh: -21; CASP6 VEID inh: 0; miR122 inh: -1; PAX8 inh HTS: 6; LGR2 inh: -7; FN deposition inh: -3

How did COC(=O)c1ccc(Sc2ccccc2NS(=O)(=O)c2ccc(NC(C)=O)cc2)nc1 do in these assays?
PGC1a acetyl inh: 6; miR122 inh: 3; PAX8 inh HTS: -2; FN deposition inh: -1; Cneo AK release: -4

What do the screens show for `CCCN(C)C[C@@H]1OCCCC[C@@H](C)Oc2ccc(NS(C)(=O)=O)cc2C(=O)N([C@H](C)CO)C[C@H]1C`?
EWS-Fli block: 7; PGC1a acetyl inh: 4; CASP6 VEID inh: -2; miR122 inh: 0[16.7 µM]; PAX8 inh HTS: -14; LGR2 inh: -13; Cneo AK release: 2

Results for COc1ccccc1N1CCN(C(=O)c2cc(-c3ccccc3)on2)CC1 ?
EWS-Fli block: -6; CASP6 VEID inh: 1; miR122 inh: 1; PAX8 inh HTS: -1; LGR2 inh: -1; FN deposition inh: 3; Cneo AK release: 0

How did COC(=O)CC/C(C)=N\Nc1ccc([N+](=O)[O-])cc1[N+](=O)[O-] do in these assays?
PGC1a acetyl inh: 4; miR122 inh: -6; FN deposition inh: 0; Cneo AK release: 6

How did COc1ccc(NC(=S)N2CCC(Cc3ccccc3)CC2)cc1 do in these assays?
PGC1a acetyl inh: -9; CASP6 VEID inh: 1; miR122 inh: -2; PAX8 inh HTS: 9; LGR2 inh: 2; FN deposition inh: 3; Cneo AK release: 9

Results for O=C(Cc1ccccc1)N1CC(=O)N2[C@H](CO)[C@H](c3ccc(C#CCc4ccccc4)cc3)[C@H]2C1 ?
EWS-Fli block: -1; PGC1a acetyl inh: 20; CASP6 VEID inh: -1; LGR2 inh: 6

What do the screens show for `CCN(CC)CCN(Cc1cc2cc(C)ccc2[nH]c1=O)C(=S)Nc1ccccc1`?
EWS-Fli block: 8; PGC1a acetyl inh: -15; CASP6 VEID inh: 1; miR122 inh: -1; PAX8 inh HTS: 11; LGR2 inh: -3; Cneo AK release: -1

Results for COc1cccc(-c2ccc([C@H]3[C@H](CO)N4C(=O)CN(C(=O)C5CCCCC5)C[C@@H]34)cc2)c1 ?
EWS-Fli block: -4; PGC1a acetyl inh: -3; PAX8 inh HTS: -17; LGR2 inh: 2

What do the screens show for `CC(=O)N1CCc2cc(S(=O)(=O)Nc3ccc(C)cc3C)ccc21`?
EWS-Fli block: 15; PGC1a acetyl inh: -8; CASP6 VEID inh: -1; miR122 inh: 22; PAX8 inh HTS: 3; LGR2 inh: 1; FN deposition inh: 10; Cneo AK release: 0

Results for C[C@H]1CN([C@@H](C)CO)C(=O)Cc2cc(NS(=O)(=O)c3cn(C)cn3)ccc2O[C@@H]1CN(C)C(=O)Nc1ccc(C(F)(F)F)cc1 ?
EWS-Fli block: 1; PGC1a acetyl inh: 9; CASP6 VEID inh: -1; miR122 inh: 1[16.7 µM]; LGR2 inh: -7

How did Cc1cc2c(c(=O)n1C)C(Cc1ccccc1)C(C#N)=C(N)O2 (configuration not stated) do in these assays?
PGC1a acetyl inh: 6; miR122 inh: 6; PAX8 inh HTS: -1; FN deposition inh: -3; Cneo AK release: 0

Results for COc1cc2cnc(-c3ccccc3)c(-c3cccc(C(F)(F)F)c3)c2cc1OC ?
EWS-Fli block: 15; CASP6 VEID inh: -3; PAX8 inh HTS: 12; LGR2 inh: -17; FN deposition inh: -3; Cneo AK release: -1

Results for Cc1nn(-c2ccc(F)cc2)c(Cl)c1C(=O)N(C)CC(=O)Nc1cccc(F)c1 ?
EWS-Fli block: 7; CASP6 VEID inh: 1; miR122 inh: -6; LGR2 inh: -4; FN deposition inh: 0; Cneo AK release: 6

What do the screens show for `CCNC(=O)c1ccc(NC(=O)CC2SC(N3CCCCC3)=NC2=O)cc1` (configuration not stated)?
EWS-Fli block: 1; PGC1a acetyl inh: -2; CASP6 VEID inh: 1; miR122 inh: 1; PAX8 inh HTS: -2; LGR2 inh: -18; FN deposition inh: 7; Cneo AK release: 0

Results for C/C=C/c1ccc([C@@H]2[C@@H](CO)N(C(=O)C3CC3)[C@H]2CN(C)C(=O)CC)cc1 ?
EWS-Fli block: -1; PGC1a acetyl inh: 3; CASP6 VEID inh: 0; miR122 inh: -18[16.7 µM]; PAX8 inh HTS: 6; LGR2 inh: -5; Cneo AK release: 2

How did CCOC(=O)C1=C(N)OC2=C(C(=O)CCC2)C1c1sccc1C (configuration not stated) do in these assays?
EWS-Fli block: 7; CASP6 VEID inh: 3; PAX8 inh HTS: 3; LGR2 inh: -7; FN deposition inh: 6

How did O=C(c1c(F)cccc1F)N1CCN(c2ncc(Br)cn2)CC1 do in these assays?
EWS-Fli block: -2; PGC1a acetyl inh: 7; CASP6 VEID inh: 4; miR122 inh: 4; PAX8 inh HTS: 9; LGR2 inh: -13; FN deposition inh: 2; Cneo AK release: 1

How did COc1ccc(C)cc1S(=O)(=O)n1c([N+](=O)[O-])cnc1C do in these assays?
EWS-Fli block: 4; PGC1a acetyl inh: -11; CASP6 VEID inh: 2; miR122 inh: -2; PAX8 inh HTS: 10; LGR2 inh: 0; FN deposition inh: 7; Cneo AK release: 0

How did O=C(COC(=O)CSc1ccc2ccccc2c1)NC1CC1 do in these assays?
PGC1a acetyl inh: -3; miR122 inh: 17; PAX8 inh HTS: 3; LGR2 inh: 1; FN deposition inh: -14; Cneo AK release: 1

What do the screens show for `COc1ccccc1Nc1nc(C)cc(C)c1C(N)=O`?
PGC1a acetyl inh: -24; miR122 inh: 9; LGR2 inh: 8; Cneo AK release: 2

How did Cc1ccc2cc(C#N)c(N3CCCN(C(=O)C4CCCO4)CC3)nc2c1C (configuration not stated) do in these assays?
PGC1a acetyl inh: 1; miR122 inh: -8; FN deposition inh: 4; Cneo AK release: -1

How did CCOP(=O)(OCC)c1ccccc1OCP(C)(=O)COc1ccccc1P(=O)(OCC)OCC do in these assays?
EWS-Fli block: -9; PGC1a acetyl inh: 4; CASP6 VEID inh: -3; miR122 inh: -5; PAX8 inh HTS: 1; LGR2 inh: -16; FN deposition inh: -2; Cneo AK release: -3

Two records drawn at random from the list so far:
How did CCOP(=O)(OCC)c1ccccc1OCP(C)(=O)COc1ccccc1P(=O)(OCC)OCC do in these assays?
EWS-Fli block: -9; PGC1a acetyl inh: 4; CASP6 VEID inh: -3; miR122 inh: -5; PAX8 inh HTS: 1; LGR2 inh: -16; FN deposition inh: -2; Cneo AK release: -3

How did Cc1ccc2cc(C#N)c(N3CCCN(C(=O)C4CCCO4)CC3)nc2c1C (configuration not stated) do in these assays?
PGC1a acetyl inh: 1; miR122 inh: -8; FN deposition inh: 4; Cneo AK release: -1
